From PubChem BioAssay
MazF activator: activators of E. coli MazEF toxin-antitoxin RNase | P0AE70 | FAM/BHQ RNA-DNA oligo cleavage fluorescence, 5 h | activation, % at 20 µM | actives 0.32% (n = 350,000) | AID 504720; in the data active = activation above about 50%
Target sequence (P0AE70 whole entry, looked up): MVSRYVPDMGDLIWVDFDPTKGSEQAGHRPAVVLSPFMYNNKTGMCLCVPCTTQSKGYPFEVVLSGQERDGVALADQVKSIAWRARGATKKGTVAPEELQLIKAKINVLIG
TcdB GH inh: blocks C. difficile toxin B glycohydrolase activity. P18177. TcdB glycohydrolase enzymatic assay, plate reader. inhibition, % at 9.99 µM. actives 0.24% (n = 350,000); in the data active = inhibition above about 10%
SSB-PriA inh: K. pneumoniae PriA-SSBct interaction inhibition; AlphaScreen SSBct-PriA binding, biotinylated peptide; AID 1272365; actives 0.6% (n = 430,000); inhibition, % at 33 µM; in the data active = inhibition mostly above about 37%, no sharp cut-off; inactive = mostly below about 20%;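 note: plate controls were negative control peptide for no effect and reference peptide for full effect; strong numbers were not always called active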
BH1578 lux ind: induces V. cholerae light production without autoinducers | V. cholerae BH1578 lux reporter, luminescence, 6 h | activation, % at 18.7 µM | actives 0.16% (n = 350,000) | AID 588436; in the data active = activation mostly above about 9.7%, no sharp cut-off; inconclusive = no clear call, values can overlap the other calls; inactive = mostly below about 3.7%; note: not every result past the cut was called active; inactives centre near 0; reference of the scale not given here
Rv3671c inh: inhibits the M. tuberculosis serine protease Rv3671c; P9WHR9; inhibition, % at 5.96 µM; actives 0.048% (n = 320,000); in the data active = inhibition above about 38%;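 note: extracellular domain of Rv3671c used as enzyme; 0% = enzyme with DMSO and 100% = no enzyme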
Target sequence (P9WHR9 whole entry, looked up, the tested form may be a part): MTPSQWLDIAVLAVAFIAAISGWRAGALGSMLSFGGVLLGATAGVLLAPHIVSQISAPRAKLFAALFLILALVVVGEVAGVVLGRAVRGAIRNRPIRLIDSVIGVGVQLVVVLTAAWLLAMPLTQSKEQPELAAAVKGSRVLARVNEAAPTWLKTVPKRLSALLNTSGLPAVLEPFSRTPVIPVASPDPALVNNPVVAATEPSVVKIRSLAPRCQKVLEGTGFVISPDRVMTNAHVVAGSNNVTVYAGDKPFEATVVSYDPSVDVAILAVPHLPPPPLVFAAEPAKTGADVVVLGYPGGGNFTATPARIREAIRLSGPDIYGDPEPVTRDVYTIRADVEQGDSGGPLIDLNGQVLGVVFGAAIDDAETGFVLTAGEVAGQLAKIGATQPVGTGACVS
VHR inh abs: inhibitors of human VHR1 phosphatase (DUSP3); recombinant VHR phosphatase, pNPP absorbance; inhibition, % at 13.3 µM; actives 0.52% (n = 290,000); AID 1654; in the data active = inhibition above about 50%; note: some compounds called inactive have numbers as strong as hits
Target sequence (P51452 whole entry, looked up): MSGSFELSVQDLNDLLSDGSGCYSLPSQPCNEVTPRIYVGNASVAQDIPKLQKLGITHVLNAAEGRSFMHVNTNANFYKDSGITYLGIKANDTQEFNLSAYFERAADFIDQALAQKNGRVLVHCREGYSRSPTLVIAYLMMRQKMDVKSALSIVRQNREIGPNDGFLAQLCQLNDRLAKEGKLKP
Anthrax LF inh2: anthrax lethal factor protease inhibition | P15917 | multiplex microsphere protease cleavage assay, LF | inhibition, % at 10 µM | actives 0.12% (n = 360,000) | AID 588501; in the data active = inhibition above about 30%; inconclusive = no clear call, values can overlap the other calls; note: plate controls were buffer without enzyme for full effect and enzyme alone for no effect
PfHsp40 yeast: compounds rescuing yeast from Plasmodium falciparum HSP40 toxicity | actives 0.68% (n = 340,000) | AID 504582 | growth rescue, % at 12.5 µM | S. cerevisiae expressing PfHsp40, growth rescue, ATP luminescence; in the data active = growth rescue above about 28%, passing the limit was not always enough; inconclusive = no clear call, values can overlap the other calls;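 note: yeast W303a lacking pdr1 and pdr3 grown in galactose medium; growth measured after three days at 30 °C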
Y pestis TopoI: Y. pestis Topo-I inhibition via cleavage products; AID 504884; actives 0.064% (n = 360,000); Y. pestis Topo-I cleavage product accumulation, plate reader; activity, % at 10 µM; in the data active = activity above about 50%, passing the limit was not always enough; inconclusive = no clear call, values can overlap the other calls; note: inactives centre near 2
SARS 3CLpro inh: SARS-CoV 3CLpro protease inhibition | AID 1706 | actives 0.14% (n = 290,000) | inhibition, % at 6 µM | recombinant SARS-CoV 3CLpro, quenched FRET peptide cleavage | P0C6X7; in the data active = inhibition above about 12%
An asterisk follows results filed as active; i = inactive; u = inconclusive; x = not tested or not shown. This is a subset; rates above refer to the full screens.

SMILES	MazF activator	TcdB GH inh	SSB-PriA inh	BH1578 lux ind	Rv3671c inh	VHR inh abs	Anthrax LF inh2	PfHsp40 yeast	Y pestis TopoI	SARS 3CLpro inh
Cc1ccccc1-n1c(SCC(=O)N2CCOCC2)nc(O)c(Cc2ccccc2)c1=O	0	0.7	-11	i	2	15	-6	-0.1	-2	4
Cn1c(=S)c2[nH]c(SCCC(C)(C)C)nc2n(C)c1=O	8	-0.5	-2	i	x	x	-2	0.5	4	x
COc1ccc(-c2c(-c3ccc(OC)c(F)c3)c3ccccc3n2C)cc1	-1	8.6	4	1.3	-4	x	0	-0.6	5	x
Cc1cccc(OCCC(=O)Nc2ccc(Cl)cc2F)c1	3	0.5	-17	-0.3	5	6	6	4.8	-2	0
CC(C)CN1C(=O)C(=O)N(CC(=O)Nc2cccc(Cl)c2Cl)C1=O	4	0.6	-15	-0.3	-2	x	x	-0.9	-5	x
CCn1c(SCC(=O)Nc2ccccc2F)nnc1-c1cnccn1	9	7.8	3	-0.6	3	2	1	0.0	2	-1
COc1ccc(CN(C)C(=O)c2ccc(OCC(=O)Nc3cccc(C(F)(F)F)c3)c(OC)c2)cc1	-83	0.0	x	i	x	x	-1	x	15	x
CN(Cc1nc2ccccc2c(=O)[nH]1)C(=O)c1cc(-c2ccc(Br)cc2)nc2ccccc12	25	2.6	-11	0.3	x	x	-5	0.4	11	x
Cc1ccc(N2C(=O)CC(NNc3nc4ccccc4s3)C2=O)cc1C (stereo not given)	0	x	-7	-0.2	-1	3	-3	1.3	8	5
CC(C)c1ccc(N2C(=O)C(Cl)=C(N3CCOCC3)C2=O)cc1	3	1.0	0	-0.2	12	12	-2	-1.3	8	2
O=C1c2ccccc2C(=O)N1c1ccc(S(=O)(=O)N2CCCCC2)cc1	-9	-0.3	8	-0.6	1	11	-18	-1.1	17	0
CC(C)Oc1ccccc1/C=N/NC(=O)C1CCCC1	4	1.7	x	-0.1	x	11	-2	0.5	4	1
COc1ccc(CN2CCC(Oc3ccc(C(=O)N4CCCC4)cc3)CC2)c(F)c1	-2	0.7	-7	i	1	-3	1	-0.6	20	0
COc1ccc(-c2[nH]ncc2CN2CCCC(C(=O)c3cccc(OC)c3)C2)cc1 (stereo not given)	3	-1.2	5	0.5	0	38	4	-1.3	5	2
CC(=O)c1csc(COc2cc(Cl)cc(Cl)c2)n1	-12	2.4	-5	i	3	23	9	-0.8	-1	0
O=C(COC(=O)c1ccc(Cl)s1)c1ccc[nH]1	2	-0.5	1	0.3	6	22	-8	-0.3	-2	-2
C=CCn1c2c(c(=O)[nH]c1=S)CN(C(C)c1ccccc1)CN2 (stereo not given)	9	1.0	-9	1.7	0	21	-10	-0.7	5	0
CCn1c(SCC(=O)Nc2ccc(OC)c(S(=O)(=O)N3CCCCC3)c2)nnc1C1CC1	0	1.3	-7	i	x	x	1	1.4	19	x
Cc1c(/C=N/NC(=O)c2ccc3c(c2)OCO3)cnn1C	7	x	x	i	3	21	3	0.4	8	4
Cc1cc(-c2ccc(C)c(S(=O)(=O)N3CC(=O)Nc4ccccc43)c2)on1	9	-0.4	-14	0.2	-13	-13	-1	1.1	3	0
O=C(Cn1c(=O)oc2cc(S(=O)(=O)NCc3ccccc3)ccc21)NCc1ccco1	4	1.5	-4	-0.1	5	19	-8	-1.0	-6	2
O=C(CC1C(=O)NCCN1C(=S)Nc1ccccc1)Nc1ccc2c(c1)OCCO2 (stereo not given)	5	x	8	i	-1	37	-2	0.4	0	-3
COc1ccc(CCNC(=O)CCNC(=O)c2ccco2)cc1OC	-2	0.3	-2	i	0	7	-3	-0.7	13	-2
Cc1ccc(C)c(-c2nnc(NC(=O)CS(=O)(=O)c3ccccc3)o2)c1	0	0.0	13	0.7	0	x	-3	x	-6	x
CCOc1ccc(/C=N/N2C(=O)C(CC(=O)Nc3ccc(F)cc3F)SC2=NC)cc1OC (stereo not given)	16	0.3	x	-0.3	-11	-3	0	23	1	-2
O=C(NCC1CCCO1)C1CCN(C2CCN(C(=O)Cc3ccsc3)CC2)CC1 (stereo not given)	-3	1.2	-15	i	-9	22	-1	-0.6	-7	0
O=C(NCc1ccco1)/C(=C/c1cccnc1)NC(=O)c1ccco1	-1	x	-8	0.4	2	23	1	-0.7	12	-3
Cc1nc(N2CCOCC2)nc(OCCN(C)C)c1[N+](=O)[O-]	2	0.5	4	-0.8	-13	-7	0	1.0	-6	6
CN(C)S(=O)(=O)N(CC(=O)N1CCN(c2ccccc2F)CC1)c1ccccc1	6	0.0	-10	-0.1	0	26	-38	-0.9	2	3
CC[C@]1(c2ccccc2OC)C(=O)N(C(=O)OC)N1C(=O)OC	4	1.4	3	i	-4	21	-2	-0.5	-4	-4

Entries of single compounds as entered above.
CC(C)CN1C(=O)C(=O)N(CC(=O)Nc2cccc(Cl)c2Cl)C1=O as listed: MazF activator: 4; TcdB GH inh: 0.6; SSB-PriA inh: -15; BH1578 lux ind: -0.3; Rv3671c inh: -2; VHR inh abs: x; Anthrax LF inh2: x; PfHsp40 yeast: -0.9; Y pestis TopoI: -5; SARS 3CLpro inh: x
O=C(NCC1CCCO1)C1CCN(C2CCN(C(=O)Cc3ccsc3)CC2)CC1 (stereo not given) as listed: MazF activator: -3; TcdB GH inh: 1.2; SSB-PriA inh: -15; BH1578 lux ind: i; Rv3671c inh: -9; VHR inh abs: 22; Anthrax LF inh2: -1; PfHsp40 yeast: -0.6; Y pestis TopoI: -7; SARS 3CLpro inh: 0

Taken from above:
Result for `CN(C)S(=O)(=O)N(CC(=O)N1CCN(c2ccccc2F)CC1)c1ccccc1` under MazF activator: 6
Result for `O=C(CC1C(=O)NCCN1C(=S)Nc1ccccc1)Nc1ccc2c(c1)OCCO2` (stereo not given) under PfHsp40 yeast: 0.4
Result for `COc1ccc(CCNC(=O)CCNC(=O)c2ccco2)cc1OC` under Rv3671c inh: 0
Result for `Cc1ccc(C)c(-c2nnc(NC(=O)CS(=O)(=O)c3ccccc3)o2)c1` under MazF activator: 0
Result for `O=C(NCc1ccco1)/C(=C/c1cccnc1)NC(=O)c1ccco1` under VHR inh abs: 23
Result for `O=C(Cn1c(=O)oc2cc(S(=O)(=O)NCc3ccccc3)ccc21)NCc1ccco1` under MazF activator: 4

Gathered by group: those above containing an aryl thioether with sulfur outside any ring
SMILES	MazF activator	TcdB GH inh	SSB-PriA inh	BH1578 lux ind	Rv3671c inh	VHR inh abs	Anthrax LF inh2	PfHsp40 yeast	Y pestis TopoI	SARS 3CLpro inh
Cc1ccccc1-n1c(SCC(=O)N2CCOCC2)nc(O)c(Cc2ccccc2)c1=O	0	0.7	-11	i	2	15	-6	-0.1	-2	4
Cn1c(=S)c2[nH]c(SCCC(C)(C)C)nc2n(C)c1=O	8	-0.5	-2	i	x	x	-2	0.5	4	x
CCn1c(SCC(=O)Nc2ccccc2F)nnc1-c1cnccn1	9	7.8	3	-0.6	3	2	1	0.0	2	-1
CCn1c(SCC(=O)Nc2ccc(OC)c(S(=O)(=O)N3CCCCC3)c2)nnc1C1CC1	0	1.3	-7	i	x	x	1	1.4	19	x

(continued)
SMILES	MazF activator	TcdB GH inh	SSB-PriA inh	BH1578 lux ind	Rv3671c inh	VHR inh abs	Anthrax LF inh2	PfHsp40 yeast	Y pestis TopoI	SARS 3CLpro inh
O=C(Nc1cc(S(=O)(=O)Nc2ccc(Cl)cc2)ccc1O)c1ccc(F)cc1F	-17	0.5	-8	7.1	-20	x	-3	-1.3	4	x
O=C(Nc1cccc(S(=O)(=O)NCc2ccco2)c1)c1ccc(Cl)cc1	7	1.7	-5	i	-4	x	0	-1.3	3	x
O=C(CCN1C(=O)c2cccc3cccc(c23)C1=O)Nc1ccccc1	-1	x	-10	0.1	-1	18	0	0.5	-12	-1
COc1ccc(-c2csc(NC(=O)C3CC(=O)N(c4ccc5c(c4)OCCO5)C3)n2)cc1 (stereo not given)	5	x	16	i	-56	-27	-1	1.3	31	5
CC(NC(=O)CN1CCN(CC(=O)Nc2ccccc2Cl)CC1)c1ccc(Br)cc1 (stereo not given)	8	-1.1	1	-0.7	-3	x	1	-1.1	17	x
Cc1c(NC(=O)CN2C(=O)C(=O)N(Cc3ccccc3)C2=O)c(=O)n(-c2ccccc2)n1C	0	1.8	-6	i	1	26	-5	0.1	5	2
Cc1ccc(-c2nc3ncccc3o2)cc1NC(=O)c1ccccc1	7	0.6	-2	-0.3	6	0	x	-1.1	4	-8
Cc1c([N+](=O)[O-])c2ccc(O)cc2n1-c1ccccc1	-5	-7.9	-2	-8.5	-8	-1	-6	-1.4	1	3
CC(=N\O)/C(CN(C)C)=N/O	2	x	x	i	7	-25	-4	-0.2	-9	1
CCc1c(O)nc(N2CCN(Cc3ccccc3)CC2)[nH]c1=O	0	x	8	i	-8	-12	-2	-1.3	-2	2
COc1cc(C(=O)NC(c2ccccc2)c2ccccc2)cc(OC)c1C	-4	x	-9	-7.8	-2	-3	-2	-5.0	2	1
CC(C)Nc1nc(Oc2ccc(=O)n(-c3ccccc3)n2)nc(N(C)C)n1	4	1.1	-3	-0.4	6	21	8	1.1	-2	-4
CC(=O)Nc1cccc(-c2ccnc3c2CC(C)(C(=O)Nc2cccc(C(F)(F)F)c2)O3)c1 (stereo not given)	x	0.7	x	-0.5	x	x	0	x	2	x
Cn1c(Oc2ccc(Cl)cc2)c(C=O)c2ccccc21	-3	x	-10	-0.9	-3	12	2	-0.3	-3	3
CC(=O)Oc1ccccc1/C=C1\CCOC1=O	-3	0.2	6	-2.0	-4	-2	-1	-0.3	3	0
Cc1c(C(=O)Nc2cccnc2Cl)oc2ccccc12	20	-0.2	-7	-7.3	-4	6	-3	-1.3	3	-4
COc1ccc(C(C)=O)cc1COC(=O)CNC(=O)c1cc(C)cc(C)c1	-1	1.1	0	i	0	8	2	-0.8	16	3
O=C(N/N=C/c1cc2c(cc1Cl)OCO2)c1cc(-c2ccccc2)n[nH]1	-2	1.2	x	i	-29	-3	0	-0.1	13	-5
C#CCOCCOCCOCCNc1nc(N2CCN(C(=O)[C@H](CCCCN)n3cc(CN)nn3)CC2)nc(N2CCN(C(=O)[C@H](CCCCN)n3cc([C@@H](N)CC(N)=O)nn3)CC2)n1	18	-1.8	-1	-2.1	x	x	-4	-0.9	-21	x
FC(F)(F)c1cccc(NC2=NCCS2)c1	3	0.9	x	i	x	x	0	x	11	x
COc1ccc(S(=O)(=O)N2CCC(C(=O)NCc3ccccc3)CC2)cc1OC	6	0.4	-2	i	-4	31	7	-0.1	-10	0
Cc1ccc(CNC(=O)CCNC(=O)c2ccco2)cc1	5	x	-7	-0.4	-3	41	-4	-1.5	0	0
Cc1ccc(N(CC(=O)Nc2ccc(C)cc2C)S(=O)(=O)N2CCCC2)cc1	2	x	-13	i	-7	8	-4	1.5	5	3
COc1cccc(C(=O)COC(=O)c2cccs2)c1	-2	-0.3	-26	0.1	-1	4	-1	-1.1	0	0
CC(C)N(Cc1nccn1C)C(=O)c1cc(COc2ccc(F)cc2Cl)on1	0	-1.2	-3	1.4	0	28	4	1.0	7	0
CCCCc1ccc(NC(=S)NCc2cccs2)cc1	-6	x	-14	-0.7	-15	30	-10	0.4	2	1
CC(=O)Nc1ccc(NC(=O)C(C)OC(=O)CNS(=O)(=O)c2ccc(Br)cc2Cl)cc1 (stereo not given)	-3	2.5	-5	-1.7	-9	14	1	1.4	-4	0
CCC(C)Nc1nc(-c2c[nH]c3ccccc23)cs1 (stereo not given)	6	1.7	37	0.5	3	5	u	0.1	-6	-26
CCOc1ccc(C(=O)/C=C/c2cc(OC)c(OC)c(OC)c2)cc1	2	0.1	-2	i	6	13	1	1.7	29	3
Cc1ccccc1Nc1nnc(SCc2cc(=O)n3ccsc3n2)s1	9	x	-3	i	-7	9	5	0.9	5	-2
CCNS(=O)(=O)c1ccc(C(=O)OCc2cc(=O)oc3cc(OC)ccc23)cc1	6	0.7	-15	-0.5	0	-1	-6	0.1	10	1
COc1ccc(C(=O)CSc2n[nH]c(N)n2)cc1	13	x	-2	i	5	7	4	0.6	3	4
